Compound activity: PubChem BioAssay, several laboratories
MCL1-BIM inh = inhibitors of human MCL1 binding to BIM-BH3 peptide. GST-MCL1 / FITC-Bim-BH3 fluorescence polarization. inhibition, % at 10.9 µM. Q07820. 320,000 compounds, 0.68% hits;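 active means inhibition above the mean inhibition of all tested compounds plus 3 SD, set per campaign, cut at about 40% in these data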;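 further: 0% = DMSO wells and 100% = unlabeled Bim-BH3 peptide control; higher means more loss of mP so more displacement of Bim peptide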
Target sequence (Q07820 whole entry, looked up): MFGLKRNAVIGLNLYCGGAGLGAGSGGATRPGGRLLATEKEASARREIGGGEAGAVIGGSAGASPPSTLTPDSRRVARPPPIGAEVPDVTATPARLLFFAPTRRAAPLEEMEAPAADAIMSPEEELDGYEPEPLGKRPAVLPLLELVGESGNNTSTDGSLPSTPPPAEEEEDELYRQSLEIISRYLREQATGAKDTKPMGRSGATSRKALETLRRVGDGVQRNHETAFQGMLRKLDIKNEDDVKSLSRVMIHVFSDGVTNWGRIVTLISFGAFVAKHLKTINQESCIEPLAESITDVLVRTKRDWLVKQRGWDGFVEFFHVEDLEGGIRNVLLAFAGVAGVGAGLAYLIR
GSTO1 counter = blocks human GSTO1 in RBBP9 counter-screen | P78417 | recombinant GSTO1, activity-based probe fluorescence polarization | inhibition, % at 5.96 µM | 300,000 compounds, 1.1% hits;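 active means inhibition above the campaign mean inhibition plus 3 SD, cut at about 35% in these data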;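 further: 0% = GSTO1-1 with DMSO and 100% = wells lacking GSTO1-1 enzyme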
PAD4 FP inh = blocks human protein arginine deiminase 4. Q9UM07. recombinant PAD4, RCA probe fluorescence polarization. inhibition, % at 6.36 µM. 330,000 compounds, 0.41% hits;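 active means percent inhibition above a cutoff equal to the mean of all tested compounds plus 3 SD, cut at about 15% in these data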;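 further: 0% = PAD4 with RCA probe and DMSO and 100% = probe without PAD4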
Fam108B counter = Fam108B inhibition, counter-screen for RBBP9 inhibitors | recombinant Fam108B, FP-Rh probe fluorescence polarization | inhibition, % at 9.51 µM | 300,000 compounds, 0.33% hits | AID 1947;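 active means inhibition above the screen mean inhibition plus 3 SD, computed separately per campaign, cut at about 18% in these data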;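 further: inhibitors lower polarization as less probe binds the enzyme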
TPT1 inhibitor = C. albicans TPT1 enzyme inhibition. AID 1962. inhibition, % at 5 µM. recombinant caTPT1, FP RNA substrate dephosphorylation. 300,000 compounds, 0.81% hits;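 active means inhibition above the mean of all tested compounds plus 3 SD, set per screening campaign, cut at about 24% in these data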;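 further: plate controls were DMSO alone for no effect and ferristatin control at 100 nM for full effect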
PME-1 inh = blocks human protein phosphatase methylesterase 1; 320,000 compounds, 0.53% hits; Q9Y570; inhibition, % at 5.9 µM; recombinant PME-1, FP-Rh probe fluorescence polarization; AID 2130;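 active means inhibition above the campaign mean of all compounds plus 3 SD, cut at about 26% in these data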;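 further: competitive labeling of PME-1 active site by serine hydrolase directed probe; 0% = PME-1 with DMSO and 100% = wells lacking PME-1 enzyme; inhibitors block probe labeling so polarization falls and inhibition rises; many of its hits are not listed in these tables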
GLD-1 RNA inh = GLD-1-TGE RNA interaction inhibition (C. elegans); Q17339; purified GLD-1 + fluorescein TGE RNA, fluorescence polarization; inhibition, % at 5.96 µM; 320,000 compounds, 0.44% hits;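 active means percent inhibition above a per-plate cutoff, the plate mean of test compounds plus 3 SD, cut at about 30% in these data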;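 further: 0% = DMSO wells with GLD-1 and probe and 100% = wells lacking GLD-1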
Target sequence (Q17339 whole entry, looked up): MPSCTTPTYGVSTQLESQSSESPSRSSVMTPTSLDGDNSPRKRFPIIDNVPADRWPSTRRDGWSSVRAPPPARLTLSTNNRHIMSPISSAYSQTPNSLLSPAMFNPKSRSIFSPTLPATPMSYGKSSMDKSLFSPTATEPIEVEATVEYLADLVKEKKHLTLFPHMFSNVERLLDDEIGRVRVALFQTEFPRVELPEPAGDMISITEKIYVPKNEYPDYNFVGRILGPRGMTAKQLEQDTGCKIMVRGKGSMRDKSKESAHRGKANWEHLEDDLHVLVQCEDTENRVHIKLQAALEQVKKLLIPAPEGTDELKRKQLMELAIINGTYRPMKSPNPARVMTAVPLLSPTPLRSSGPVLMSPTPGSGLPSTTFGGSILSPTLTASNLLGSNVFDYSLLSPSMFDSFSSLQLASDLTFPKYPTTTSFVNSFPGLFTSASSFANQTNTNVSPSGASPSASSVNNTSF
Bcl-xL primary = blocks human Bcl-xL binding to Bim BH3 peptide; 320,000 compounds, 0.7% hits; AID 2129; GST-Bcl-xL / FITC-Bim BH3 peptide fluorescence polarization; inhibition, % at 10.9 µM;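 active means inhibition above the mean of all tested compounds plus 3 SD, cutoff set per campaign, cut at about 30% in these data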;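 further: 0% = DMSO wells and 100% = unlabeled Bim-BH3 peptide competitor; inhibitors lower millipolarization by displacing the labeled peptide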
Target sequence (Q07817 whole entry, looked up): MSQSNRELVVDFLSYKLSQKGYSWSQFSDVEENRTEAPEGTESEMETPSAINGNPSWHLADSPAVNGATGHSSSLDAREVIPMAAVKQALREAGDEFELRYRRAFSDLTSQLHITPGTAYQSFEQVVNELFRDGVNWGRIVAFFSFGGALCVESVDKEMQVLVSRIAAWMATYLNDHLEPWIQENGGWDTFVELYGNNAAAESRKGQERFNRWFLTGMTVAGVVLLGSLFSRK
MEX-5 binding = C. elegans MEX-5 TCR-2 RNA binding activity; Q9XUB2; MEX-5/FITC-TCR2 RNA binding, fluorescence polarization; stronger effect = lower value; activity score (negative = inhibition of binding), % at 10 µM; 300,000 compounds, 0.38% hits;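 active means inhibition past about -25% in most replicates, and total fluorescence under double the plate's negative control median, limit read from the data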;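 further: 0% = DMSO and -100% = 5 µM competing unlabeled TCR2 RNA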
The depositor's hits bear a star; x = no result given. A portion of the library (hit frequency here may not be typical).

SMILES	MCL1-BIM inh	GSTO1 counter	PAD4 FP inh	Fam108B counter	TPT1 inhibitor	PME-1 inh	GLD-1 RNA inh	Bcl-xL primary	MEX-5 binding
O=c1oc2ccc3ccccc3c2c2c1SC(C(F)(F)F)C2 (configuration not stated)	8.2	1.3	-4.5	-1.4	-1.6	2.4	2.4	7.3	-2.0
CN(C(=O)C1CCC(=O)N(C2CC2)C1)C1CCCCC1 (configuration not stated)	0.3	-0.8	-4.8	4.7	-0.4	-0.3	-2.8	2.6	0.2
CCOc1ccc(OCc2ccc(C(=O)Nc3cccnc3)o2)cc1	11.3	-4.1	-2.1	-5.3	-0.2	-1.0	5.3	9.7	-0.4
O=C(c1ccc2c(=O)n(C3CCCC3)c(=S)[nH]c2c1)N1CCCCCC1	5.7	5.1	-1.9	1.7	-3.6	4.2	2.1	6.5	0.8
CCCn1c(SCC(=O)N2CCN(C(C)=O)CC2)nc2sc3c(c2c1=O)CCC3	-2.8	-2.2	-0.3	-1.0	2.2	0.4	-5.5	6.1	0.8
Cc1ccccc1NC(=O)CSc1nc2scc(C)c2c(=O)[nH]1	7.2	-15.2	0.6	-3.5	0.4	0.4	-1.6	4.3	2.9
COc1cccc(-c2cc(N)nn2C(=O)Nc2ccc(Cl)cc2)c1	1.6	-1.9	-1.4	-0.1	-6.0	-15.3	3.4	4.5	1.5
CCOC(=O)C1(CC2CCCCO2)CCN(Cc2cc(F)ccc2-n2cccn2)CC1 (configuration not stated)	-0.1	-14.5	0.3	1.8	0.1	-1.8	-3.7	5.4	-0.5
COc1ccc(OC)c(/C=N/NC(=O)CC(=O)NCc2ccccc2)c1	-7.5	0.9	2.3	0.3	0.0	-2.2	5.8	-2.0	-1.3
CCOc1ccc(-n2c(=S)sc3c(=O)n(-c4ccccc4)c(SC)nc32)cc1	9.0	3.9	4.3	0.3	1.5	-5.7	-3.7	5.2	0.4
Cc1cc(C)n2ncc(C(=O)Nc3ccc(Cl)c(Cl)c3)c2n1	4.0	-10.4	-1.9	-6.5	2.6	-9.4	-4.1	-0.8	-2.3
Cc1ccc(S(=O)(=O)NCc2cn3c(C)csc3n2)cc1	5.9	2.4	-2.0	2.2	-0.9	-1.1	1.3	5.6	2.5
Cc1ccc(NC(=O)n2ncc3c(C)cccc32)c(C)c1	7.7	7.2	-6.8	-1.5	-2.6	-2.0	-1.7	4.9	0.8
O=C(COC(=O)c1ccncc1)NC(=O)C1CCCCC1	11.8	1.6	-4.9	0.3	-3.8	-4.9	7.6	9.6	-0.3
O=C(NO)c1ccc(C(=O)N(C2CCCCC2)C2CCCCC2)cc1	6.0	7.7	1.0	4.5	0.8	9.2	-2.4	4.7	1.3
Cc1onc(-c2c(Cl)cccc2Cl)c1NC(=O)N(C)N	-3.3	-11.1	0.4	-1.9	5.5	4.7	-7.5	-1.9	-2.4
COc1ccc(N(C=O)C(=S)SC)cc1	0.6	1.0	-2.5	-2.8	3.2	-5.6	-2.0	-1.4	2.3
CCOC(=O)COC(=O)c1ccc(Oc2cc(C)nc(SC)n2)cc1	11.5	1.1	-1.5	1.0	-2.3	-0.7	9.5	0.3	x
OC1(c2ccc(Cl)cc2)CCN(Cc2cn[nH]c2-c2ccc(F)cc2)CC1	7.2	0.8	1.0	-0.2	0.6	3.1	-0.7	2.3	2.2
CN1CCN(c2ccc(NC(=O)c3ccc([N+](=O)[O-])o3)cc2Cl)CC1	9.5	8.7	-9.6	3.4	0.6	1.9	-1.1	2.9	0.6
O=C(Nc1sc2c(c1-c1nc3ccccc3[nH]1)CCCC2)C1CCCC1	-7.0	-0.1	-2.1	4.2	5.7	7.6	-3.1	-1.3	3.7
Nc1[nH]n(-c2ccccc2)c(=O)c1N=Nc1ccc2ncsc2c1	1.4	24.3	-4.8	19.9*	3.7	36.0*	4.2	11.2	0.5
CCC1CCCCN1c1nc2c(C=O)c(C)nn2c2ccccc12 (configuration not stated)	-4.0	3.5	-4.0	-2.4	0.8	-4.5	-2.0	5.8	-0.2
CS/C(=N\S(=O)(=O)c1ccccc1)c1ccccc1	16.1	-3.8	0.4	-0.5	-2.6	-0.5	-2.4	10.0	2.3
N#CC1(NC(=O)CN2C(=O)c3ccccc3C2=O)CCCCC1	-3.4	x	2.4	x	x	-0.1	3.9	1.5	x
Cc1ccc2oc(=O)c(/C=C(\O)c3cccs3)nc2c1	-63.3	39.6*	0.9	0.8	-2.3	3.9	0.8	-33.2	-44.8*
COC(=O)c1ccc(Cn2cc(C(F)(F)F)cc([N+](=O)[O-])c2=O)cc1	-4.9	13.7	-2.3	-1.9	4.1	-6.4	5.3	3.6	0.5
CC(=O)N(C)/C=C1\Sc2ccccc2C1=O	11.5	8.7	-1.5	0.8	-1.4	1.9	-3.2	2.1	2.0
Cc1ccc2nc(/C(C#N)=C/c3ccccc3C(=O)O)[nH]c2c1	-8.7	-2.8	-7.8	-1.9	6.9	1.4	0.8	-3.8	-2.5
Cc1cc(CN2CCC(n3nccc3NC(=O)c3ccccc3C)CC2)n[nH]1	-0.5	-2.7	2.9	-0.3	-2.1	1.9	5.2	6.4	1.6
c1ccc(CNc2nc3ccccc3n3cnnc23)cc1	-6.0	3.1	3.7	1.0	-3.9	2.3	2.6	-0.6	5.6
COc1ccc(-n2c(Cc3cccn3C)nnc2SCC(=O)NCC2CCCO2)cc1 (configuration not stated)	0.4	4.2	-8.6	-4.8	1.3	1.0	1.6	0.8	1.0
CCN(CC)S(=O)(=O)c1ccc(C(=O)NCC(=O)NC2CC2)cc1	5.3	7.1	-5.1	1.2	-4.3	1.7	3.5	1.5	-0.2
COc1ccc(C(=O)Nc2ccc(NC(=O)C(C)C)nc2)cc1	7.0	-1.1	6.4	2.2	0.0	-1.0	5.5	4.8	-0.7
COCC1CCCN(Cc2cn[nH]c2-c2cc3ccccc3o2)C1 (configuration not stated)	1.7	4.5	3.0	7.2	-2.7	4.3	0.9	4.0	1.9
CC1(c2ccccn2)Nc2ccccc2-c2nc3ccccc3n21 (configuration not stated)	0.2	-1.1	0.4	2.9	-3.2	-0.8	-7.0	1.7	-0.4
COc1ccccc1-c1noc2ncnc(Nc3ccc4c(c3)OCO4)c12	11.5	2.5	-3.8	-2.5	-1.8	2.0	5.4	2.7	-1.1
COc1ccc(C=C(c2nc3ccccc3s2)c2nc3ccccc3s2)cc1O	-4.8	-5.2	-16.0	-0.6	18.6	15.8	31.6*	10.7	-2.6
CC(NC(=O)CSCc1ccccc1Br)c1ccccc1 (configuration not stated)	5.7	3.8	7.5	0.3	-2.7	-0.7	4.2	4.2	0.4
O=C(OC1CCCCC1=O)c1cc(=O)c2ccccc2o1 (configuration not stated)	4.0	2.5	0.8	-2.5	0.4	4.2	6.8	2.4	-0.7
CC(=O)C1=C(O)CC(c2ccccc2)CC1=NCCc1c(C)[nH]c2ccc(C)cc12 (configuration not stated)	-3.7	-0.1	-2.5	2.4	0.2	1.4	5.8	-1.4	-2.0
CN1CCN(c2ccccc2NC(=O)C(Cc2ccccc2)n2cccc2)CC1 (configuration not stated)	-3.2	-1.2	-4.8	-0.4	-2.0	0.2	-3.6	-5.2	0.9
COc1ccc(N(CC(=O)Nc2ccc(S(=O)(=O)N3CCOCC3)cc2)S(=O)(=O)c2ccc(F)cc2)cc1	5.1	-12.9	4.0	-17.8	-1.1	-20.2	3.1	5.2	2.8
CCCN(CC(=O)Nc1cc(Cl)ccc1Cl)C(=O)/C=C/c1ccco1	-13.7	-2.3	-1.9	3.4	0.3	3.0	3.8	-1.3	0.8
Cc1ccc(NC(C#N)c2ccccc2OCc2ccccc2)cc1 (configuration not stated)	-1.9	5.5	-4.5	-6.5	-3.1	1.5	5.2	4.5	-3.2
CN(C)c1nc(C(N)=O)nc(N2CCOCC2)n1	7.8	10.0	3.2	4.5	0.9	-4.8	7.5	2.4	-1.4
CC1CCCCN1C(=O)Cn1c(=O)oc2cc(S(=O)(=O)N3CCCC3)ccc21 (configuration not stated)	0.1	3.2	-3.5	-4.8	1.1	3.8	3.6	3.6	0.0
O=C(NCCN1CCOCC1)c1ccc(CS(=O)(=O)Cc2ccccc2F)o1	1.3	-11.5	1.6	-1.3	-6.6	3.5	-4.9	-7.3	-1.3
COC(=O)CCN(C1CCCCC1)S(=O)(=O)c1ccc(S(=O)(=O)NC2CCCCC2)cc1	-2.3	0.5	-1.5	-0.7	1.4	6.5	5.5	0.8	2.8
C=CCn1c(O)c(C2=c3ccccc3=NC2=O)c2ccccc21	9.6	10.3	-6.2	2.9	-3.1	-6.0	10.7	1.6	-2.0
(list continues)
SMILES	MCL1-BIM inh	GSTO1 counter	PAD4 FP inh	Fam108B counter	TPT1 inhibitor	PME-1 inh	GLD-1 RNA inh	Bcl-xL primary	MEX-5 binding
CCCCn1c(N)c(N(CC(C)C)C(=O)c2cccc(OCc3ccccc3)c2)c(=O)[nH]c1=O	-6.2	-3.1	-0.6	2.4	-1.6	-3.5	6.2	-4.0	-2.5
O=C(/C=C/c1ccc(Cl)c(Cl)c1)n1cccn1	-3.5	1.1	-0.8	-2.3	1.1	24.3	-1.3	1.3	-1.9
CCC(CC)NCc1ccc(OC)cc1OC	1.9	-2.0	3.2	11.6	-3.7	-0.2	3.4	-0.1	0.1
O=[N+]([O-])c1cc(S(=O)(=O)NCCCN2CCOCC2)ccc1Cl	9.3	14.6	3.9	-1.7	1.6	-2.1	6.6	4.6	0.5
COCCNC(=O)C(=O)N/N=C(\C)CC(=O)Nc1ccc(Cl)cc1Cl	1.7	71.0*	-3.1	-2.1	1.2	-2.1	7.4	4.8	-0.7
CCc1ccccc1NC(=O)COc1ccc(N2CC(C(N)=O)CC2=O)cc1 (configuration not stated)	1.6	0.9	-2.6	-3.0	0.7	0.2	-10.2	4.2	-0.5
Cc1ccc2c(c1)c1c(n2CC(O)Cn2c(C)nc3ccccc32)C(=O)CCC1 (configuration not stated)	-1.9	-2.0	-4.5	-2.9	-1.2	0.7	6.9	-3.6	-1.1
O=C(Cn1c(-c2ccccc2)c[n+]2ccsc12)c1ccc(Br)cc1	-6.6	-7.6	2.0	-1.6	2.0	-2.7	2.3	-2.1	0.2
Cc1ccc(NC(=O)CCN2C(=O)CSC2=O)c(C)c1	1.8	-6.8	-4.2	0.6	-2.2	1.4	-1.1	-1.8	-1.2
Cc1ccc(C(CNC(=O)c2ccc(Br)o2)N2CCN(C)CC2)cc1 (configuration not stated)	3.6	14.6	1.2	-3.0	-0.6	-1.5	10.1	-0.9	-0.7
Nn1c(=S)[nH]nc(Cc2ccc(O)cc2)c1=O	3.4	10.0	-4.7	-0.1	-3.5	2.7	-0.6	0.6	0.4
CCOC(=O)c1ccc(CNC(=O)Cn2nnc(-c3ccc(C)cc3)n2)o1	-1.5	2.0	3.8	-0.2	-4.0	-13.9	5.3	3.0	-1.0
COc1ccc(-c2csc(-c3cccs3)n2)cc1OC	6.5	-3.6	0.0	3.2	-1.3	3.8	1.6	3.3	2.3
O=C(NCc1cccc(Cl)c1)C1=CC=CN2CCS(=O)(=O)N=C12	-5.8	x	1.9	x	x	-0.9	4.9	-1.3	x
